Screening results: PubChem, several laboratories
NTR1 ag: NTR1-driven beta-arrestin-GFP spot formation – imaging, U2OS cells, high content, primary screen (AID 493036); agonist mode; actives 0.17% (n = 330,000); activation, % at 20 µM; P30989;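 active = activation at or above 40% of the spot to cytoplasm intensity ratio, with at least 20 cells analyzed; inconclusive = wells under 20 cells, flagged as cytotoxic or low count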;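 also: 0% = DMSO without peptide and 100% = 100 nM NTR1 peptide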
Target sequence (P30989 whole entry, looked up): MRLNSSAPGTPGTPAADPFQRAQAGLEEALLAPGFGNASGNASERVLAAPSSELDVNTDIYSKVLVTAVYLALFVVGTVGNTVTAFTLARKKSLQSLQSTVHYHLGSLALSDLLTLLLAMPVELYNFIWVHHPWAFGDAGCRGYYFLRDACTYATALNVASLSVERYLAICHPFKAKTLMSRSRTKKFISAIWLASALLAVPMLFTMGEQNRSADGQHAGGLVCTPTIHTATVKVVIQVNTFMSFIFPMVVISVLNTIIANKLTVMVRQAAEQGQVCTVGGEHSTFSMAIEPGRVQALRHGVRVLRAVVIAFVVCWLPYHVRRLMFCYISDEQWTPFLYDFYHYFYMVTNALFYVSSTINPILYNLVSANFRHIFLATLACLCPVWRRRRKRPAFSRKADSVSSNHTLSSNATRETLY
Rac1 GTP hydrolysis: MgcRacGAP GTPase-activating activity inhibitors, confirmation, biochemical, ADP Hunter fluorescence. MgcRacGAP-stimulated Rac1 GTP hydrolysis, ADP Hunter fluorescence; higher % means a stronger effect; GST-tagged Rac1 F28L mutant substrate. inhibition, % at 30 µM, or IC50 in µM where a hit was titrated. actives 0.6% (n = 340,000). AID 624330;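 active = first-screen hits whose inhibition reached a set limit at any dose in the follow-up dose series; inconclusive = inhibition above the set first-screen limit but never retested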;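 also: fluorescence reports GDP produced by GAP-driven GTP hydrolysis; strong numbers were not always called active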
AID2073: disruptors of CaV2.2 binding to Mint1 – biochemical, HTRF (AID 2073); inhibition, % at 20 µM, or IC50 in µM where a hit was titrated; actives 0.19% (n = 290,000); HTRF protein-protein interaction, Mint1-CaV2.2; higher % means a stronger effect; in the data active = inhibition mostly above about 51%, no sharp cut-off; inconclusive = no clear call, values can overlap the other calls; inactive = mostly below about 53%; also: some results filed as inactive read as strong as hits
Siah-1 displacement: blockers of Siah-1 interaction with plectin peptide – biochemical, fluorescence polarization, rhodamine-plectin, uHTS, primary screen (AID 1817) | Siah-1 / rhodamine-plectin peptide fluorescence polarization; higher % means a stronger effect | displacement, % at 20 µM; hits with a dose series show IC50 in µM | actives 0.02% (n = 290,000);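 active = displacement of at least 50% at 20 µM, with a fluorescence ratio check between 0.3 and a set limit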;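 also: plate controls were Siah plus tracer with DMSO for no effect and tracer alone without Siah for full effect; strong numbers were not always called active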
K1F lysis inhibition: inhibition of K1F phage lysis, E. coli UTI89, bacterial capsule biogenesis inhibitors, alamar blue (AID 488966) | E. coli UTI89 K1F phage lysis, alamar blue, 2 h; higher % means a stronger effect | actives 0.02% (n = 340,000) | inhibition, % at 100 µM, or IC50 in µM where a hit was titrated;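 active = phage lysis inhibition, versus mean bacterial control, above a set limit; inconclusive = no clear call, values can overlap the other calls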;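 also: capsule biogenesis inhibitors block K1F phage lysis so surviving cells raise fluorescence; higher fluorescence means more inhibition of phage lysis; actives were called in the ten point dose series up to 300 µM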
West Nile virus CPE: West Nile virus antiviral activity, cell-based, CPE readout (AID 1621) | actives 0.02% (n = 290,000) | CPE inhibition, % at 10 µM, or IC50 in µM where a hit was titrated | West Nile virus-infected cells, CPE inhibition; higher % means a stronger effect; in the data active = a potency from the dose series; inconclusive = CPE inhibition mostly from about 3.7% at the one dose, without a potency; inactive = the rest, 99 in 100 with CPE inhibition below about 2.2%; also: strong numbers were not always called active
RSV antiviral HEp-2: inhibition of RSV-induced cytopathic effect – HEp-2 cells, primary 10 µM value included (AID 2391); HEp-2 cells, RSV-induced CPE inhibition; higher % means a stronger effect; CPE inhibition, % at 10 µM; hits with a dose series show IC50 in µM; actives 0.13% (n = 310,000); in the data active = a potency from the dose series; inconclusive = CPE inhibition mostly from about 23% at the one dose, without a potency; inactive = the rest, 99 in 100 with CPE inhibition below about 21%; also: strong numbers were not always called active
Dengue-2 NS5 capping: flavivirus cap methylation enzyme inhibition – biochemical, confirmation dose response, primary screen (AID 588689). Dengue-2 NS5 methyltransferase capping enzyme assay, biochemical; higher % means a stronger effect. one-dose inhibition, % at 25 µM; IC50 in µM for titrated hits. actives 0.3% (n = 340,000); in the data active = a potency from the dose series; inconclusive = inhibition above about 29% without an active follow-up result
SV40 large T antigen: SV40 large T antigen inhibitors, biochemical (AID 1903); SV40 large T antigen ATPase/helicase inhibition assay; higher % means a stronger effect; one-dose inhibition, % at 20 µM; IC50 in µM for titrated hits; actives 0.39% (n = 310,000); in the data active = a potency from the dose series; inconclusive = inhibition mostly from about 32% at the one dose, without a potency; inactive = the rest, 99 in 100 with inhibition below about 32%; also: strong numbers were not always called active
NTR1 ag cell count 20 µM: recorded beside NTR1 ag, whose call it bears; cell count; measured here: cell count, cytotoxicity flag
Dengue-2 NS5 capping pilot replicate: further read-out of Dengue-2 NS5 capping, marked with its call; inhibition, %; measured here: pilot screen replicate inhibition
Active calls of the source: *; i = inactive; ? = inconclusive; / = not tested or not shown; [ ] = dose if it differs, or a comment. No enrichment for hits; 1.6% or so of the library scored in one or more.

SMILES	NTR1 ag	NTR1 ag cell count 20 µM	Rac1 GTP hydrolysis	AID2073	Siah-1 displacement	K1F lysis inhibition	West Nile virus CPE	RSV antiviral HEp-2	Dengue-2 NS5 capping	SV40 large T antigen	others
COc1ccccc1N1CCN(C(=O)CCc2nnc3ccc(N4CCC(C)CC4)nn23)CC1	2.5	59	11%	8%	4%	0.1%	0.4%	4.5%	-4%	9%
N#Cc1ccc(S(=O)(=O)N2CCc3[nH]c4ccc(F)cc4c3C2)cc1	1.3	60	4%	-4%	0%	4.8%	-0.8%	/	-9%	14%
CC(C)C(=O)Nc1ccc(NC(=S)NC(=O)c2cc3ccccc3o2)cc1	-0.4	48	7%	17%	7%	-1.1%	0.0%	1.2%	1%	8%
Cc1cc(/C=N/n2c(COc3ccccc3C)nc3ccccc3c2=O)c(O)c([N+](=O)[O-])c1	3.0	75	9%	8%	-2%	-0.1%	-0.5%	12%	-14%	12%
COc1ccc2sc(-c3ccc(N(C)C)cc3)c(C#Cc3cncn3C)c2c1	12	55	8%	/	/	2.0%	/	/	2%	/
O=C1C2CCCN2C(=O)N1CCCCN1CCN(CCO)CC1 (stereo not drawn)	2.4	52	6%	-2%	-2%	2.2%[50 µM]	-0.2%	0.8%	-5%	7%
CCOC(=O)CSC(C)C(=O)Nc1nnc(C(C)C)s1 (stereo not drawn)	-2.5	50	-1%	-4%	11%	-1.1%	-0.2%	1.4%	-4%	7%
O=c1c2cn[nH]c2[nH]c(=S)n1-c1ccccc1F	-0.2	89	3%	5%	-1%	-0.5%	0.0%	2.3%	-5%	11%
O=C(NCC1CCCO1)c1cccs1 (stereo not drawn)	0.3	63	-5%	-4%	2%	-0.4%	0.6%	/	1%	-5%
COCc1cc(=O)[nH]c(-c2ccccc2OC(F)(F)F)n1	0.8	78	7%	39%	1%	i	1.3%	0.1%	-12%	13%
CCc1ccc(N(CC(=O)NC2CCCC2)C(=O)CCC(=O)Nc2ccccn2)cc1	-0.1	49	3%	12%	-3%	0.1%	-1.3%	0.0%	-3%	1%
O=S(=O)(ON(c1ccccc1)S(=O)(=O)c1ccccc1)c1ccccc1	2.3	70	2%	4%	-2%	-0.5%	-0.2%	3.2%	0%	7%
CC(C)NC(=O)CCNC(=O)c1ccc(F)cc1	3.9	60	11%	/	/	3.4%	0.2%	0.5%	-4%	1%
CC(C)CC(=O)NC(=S)Nc1ccc(NC(=O)c2cccs2)cc1	-0.6	75	7%	2%	-4%	1.0%	-1.2%	3.7%	-6%	6%
Cc1ccsc1C1CC(=O)OC2=C1C(=O)CC(C)(C)C2 (stereo not drawn)	1.5	53	/	3%	3%	/	2.1%	1.0%	/	-6%
COc1ccc(Nc2nc(N)nc(CN3CCN(c4ccccn4)CC3)n2)cc1	1.5	75	8%	8%	1%	0.7%	1.0%	0.2%	-7%	10%
Cc1ccnc(NC(=O)c2ccc(Cl)c(S(=O)(=O)N3CCCCC3)c2)c1	-0.4	58	1%	/	/	0.4%[50 µM]	/	-0.6%	-1%	/
Cc1cc(C)c2c(=O)n(CC(=O)Nc3ccc(Cl)cc3)sc2n1	0.9	55	8%	23%	11%	0.3%	0.4%	0.6%	-2%	?
Nc1nc2ccc(N3CCOCC3)cc2s1	-0.1	47	?	-9%	4%	0.9%	-0.5%	0.1%	-2%	7.7µM*
Oc1ccc2cc(Br)ccc2c1CN1CCCC1	-0.3	48	21%	7%	-5%	-3.8%	-1.2%	2.4%	9%	7%
CCNC(=O)C1=C(O)c2sccc2N(C)S1(=O)=O	2.0	53	-1%	-3%	1%	-2.3%	0.8%	0.1%	-4%	2%
COc1ccc(Nc2ncnc3sc(-c4ccccc4)cc23)cc1OC	13	43	11%	24%	-12%	-0.6%	-0.7%	6.2%	-1%	10%
Cc1cccc2sc(NNC(=O)c3cc(=O)c4ccccc4o3)nc12	1.3	70	94µM*	61%	-11%	-0.6%	/	2.0%	16%	30%
CSc1nnc2n(-c3ccc(C)cc3)c(=O)c3c4c(sc3n12)COC(C(C)C)C4 (stereo not drawn)	3.9	90	4%	-1%	3%	0.1%	?	5.2%	-5%	11%
COc1ccc(CNC(=O)CC2(CC(=O)O)CCCCC2)cc1	-1.3	93	0%	5%	0%	-0.1%	0.2%	1.0%	2%	12%

Brought forward from above: seven compounds, then new ones.
SMILES	NTR1 ag	NTR1 ag cell count 20 µM	Rac1 GTP hydrolysis	AID2073	Siah-1 displacement	K1F lysis inhibition	West Nile virus CPE	RSV antiviral HEp-2	Dengue-2 NS5 capping	SV40 large T antigen	others
Nc1nc2ccc(N3CCOCC3)cc2s1	-0.1	47	?	-9%	4%	0.9%	-0.5%	0.1%	-2%	7.7µM*
Oc1ccc2cc(Br)ccc2c1CN1CCCC1	-0.3	48	21%	7%	-5%	-3.8%	-1.2%	2.4%	9%	7%
CCNC(=O)C1=C(O)c2sccc2N(C)S1(=O)=O	2.0	53	-1%	-3%	1%	-2.3%	0.8%	0.1%	-4%	2%
COc1ccc(Nc2ncnc3sc(-c4ccccc4)cc23)cc1OC	13	43	11%	24%	-12%	-0.6%	-0.7%	6.2%	-1%	10%
Cc1cccc2sc(NNC(=O)c3cc(=O)c4ccccc4o3)nc12	1.3	70	94µM*	61%	-11%	-0.6%	/	2.0%	16%	30%
CSc1nnc2n(-c3ccc(C)cc3)c(=O)c3c4c(sc3n12)COC(C(C)C)C4 (stereo not drawn)	3.9	90	4%	-1%	3%	0.1%	?	5.2%	-5%	11%
COc1ccc(CNC(=O)CC2(CC(=O)O)CCCCC2)cc1	-1.3	93	0%	5%	0%	-0.1%	0.2%	1.0%	2%	12%
Cc1ccccc1NC(=S)N(Cc1ccco1)C(C)c1cccs1 (stereo not drawn)	3.8	39	16%	-20%	2%	0.1%	-0.8%	0.1%	-5%	7%
O=C(Nc1ccc(NC(=O)c2ccccc2F)cc1)c1cccs1	-1.3	49	4%	/	/	1.2%[50 µM]	/	-1.0%	-1%	/
COc1ccc(CCNC(=O)C2(c3ccccc3)CC2)cc1	-0.2	63	7%	0%	-7%	1.5%[50 µM]	-0.6%	1.6%	6%	9%
Cc1noc(C)c1COC(=O)c1ccccc1NC(=O)c1ccco1	1.3	65	4%	0%	0%	-0.3%	0.1%	3.4%	-5%	7%
COc1ccc(S(=O)(=O)NN(C)c2ncc(C(F)(F)F)cc2Cl)cc1	0.5	74	7%	7%	-2%	0.1%	/	-0.5%	-4%	24%
CCN(CC)c1ccc(C=Nc2ccc(C)cc2C)c(O)c1	-0.7	59	-4%	5%	0%	0.1%	-0.4%	2.4%	7%	10%
COc1ccc(C(=O)NNS(=O)(=O)c2ccc(C)cc2)cc1	1.9	62	10%	0%	-2%	1.8%[50 µM]	0.8%	0.6%	-7%	3%
COc1ccc(NC(=O)CC2SC(=NCc3ccccc3OC)NC2=O)cc1 (stereo not drawn)	0.8	52	6%	-3%	-1%	-2.4%	-0.1%	-2.1%	-7%	0%
CCc1ccccc1NC(=O)C1COc2ccccc2O1 (stereo not drawn)	-0.3	54	9%	13%	-7%	0.2%	-0.1%	-0.3%	-3%	-5%	Dengue-2 NS5 capping pilot replicate=4.8
CCCCNC(=S)NNC(=O)c1sccc1C	-0.3	75	9%	-41%	5%	5.2%	0.8%	0.4%	2%	12%
O=C(Nc1cccc(F)c1)C1CCCN(S(=O)(=O)c2cccc3cccnc23)C1 (stereo not drawn)	0.9	72	3%	-4%	-8%	0.3%	-1.1%	?	0%	3%
COc1cccc(-c2nc(CS(=O)(=O)CC(=O)NCCc3cc(OC)ccc3OC)c(C)o2)c1	2.4	68	10%	9%	0%	3.2%	-0.2%	?	-4%	11%
CC(=O)c1c(N2CCCCC2)nc(=S)n(-c2ccccc2)c1C	-1.1	37	13%	-12%	2%	-0.4%	0.1%	-0.5%	-4%	10%
NC(=O)c1cccnc1Oc1ccc(Cl)cc1Cl	0.0	54	-8%	-2%	0%	-0.2%	-0.3%	3.3%	5%	6%
CCCCCCCCS(=O)c1sc2nc(C)cc(C)c2c1N (stereo not drawn)	0.8	35	14%	-9%	3%	0.4%	1.0%	-0.4%	-12%	11%
CC1(C)CC(NS(=O)(=O)c2cccc3ccccc23)CC(C)(C)N1	-0.1	74	0%	14%	-9%	1.6%	-0.4%	0.3%	5%	3%
CCCOC(=O)c1ccc(NC(=O)c2ccccc2OC)cc1	-1.1	82	4%	4%	1%	0.0%	-0.1%	1.8%	-2%	2%
CCOC(=O)N1CCN(C(=O)Cn2c(C)cc3ccccc3c2=O)CC1	-2.6	83	3%	-2%	0%	1.2%	-0.1%	2.7%	-2%	-3%
CCCSc1nnc(CN2CCOCC2)n1C	-2.9	70	4%	-1%	-1%	1.1%	0.3%	2.1%	-5%	-1%
CCOC(=O)c1cccc(NC(=S)N2CCN(c3ncc4c(=O)c(C(=O)O)cn(CC)c4n3)CC2)c1	-1.2	34	5%	-20%	2%	-0.3%	0.5%	9.7%	1%	5%
COc1ccc(OC)c(S(=O)(=O)n2cnc3cc(C)c(C)cc32)c1	0.9	40	-5%	-7%	-3%	0.5%	0.2%	6.9%	-6%	4%
O=C(CNC(=O)C1CCCC1)Nc1ccccc1Br	0.7	60	2%	/	/	0.7%[50 µM]	/	2.1%	1%	/
COc1ccc(NC(=O)C(c2ccc(C)cc2)N(C)C(=O)Cc2cccs2)cc1 (stereo not drawn)	0.4	70	5%	5%	13%	-0.9%[50 µM]	-1.6%	2.3%	-4%	4%
Cc1cc(-c2csc(NC(=O)c3cc4ccccc4o3)n2)c(C)n1C	-0.4	87	7%	67%	23%	0.6%	0.3%	0.2%	-4%	27%
CC1(C)Nc2ccccc2C(=O)N1c1ccccc1	-0.9	48	8%	15%	5%	0.1%	-0.4%	0.5%	-3%	9%
O=C1CCCCC1C(Nc1ccc(Br)cc1)c1ccccc1 (stereo not drawn)	0.5	101	2%	3%	-3%	0.3%	/	?	3%	10%
O=C1CC(c2ccc(F)cc2)C(n2cncn2)C(O)=C1C1NCCc2ccccc21 (stereo not drawn)	1.4	60	9%	-7%	-3%	-0.2%	-0.1%	0.7%	-4%	0%
Cc1ccc(NC(=O)c2cccc3c2C(=O)N(C2CCCCC2)C3)cc1	3.3	76	3%	-2%	-1%	0.4%	-0.2%	3.5%	-6%	7%
CC1(C)OC(=O)C=C(CC2NS(=O)(=O)OC3CCCCC23)O1 (stereo not drawn)	-0.2	98	8%	7%	2%	0.6%	0.1%	0.8%	-4%	9%
